High-throughput results: PubChem BioAssay, Fisher Drug Discovery Resource Center
hcGAS inh: Primary biochemical luminescence assay for human cyclic GMP-AMP synthase inhibitors; hit rate 0.081% among 290,000; AID 1259398, 2018; Q8N884; inhibition, % at 12.5 µM; recombinant h-cGAS, ATP depletion, Kinase-Glo luminescence;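 further: 0% = vehicle reaction and 100% = reaction without DNA for no activity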
Target sequence (Q8N884 whole entry, looked up): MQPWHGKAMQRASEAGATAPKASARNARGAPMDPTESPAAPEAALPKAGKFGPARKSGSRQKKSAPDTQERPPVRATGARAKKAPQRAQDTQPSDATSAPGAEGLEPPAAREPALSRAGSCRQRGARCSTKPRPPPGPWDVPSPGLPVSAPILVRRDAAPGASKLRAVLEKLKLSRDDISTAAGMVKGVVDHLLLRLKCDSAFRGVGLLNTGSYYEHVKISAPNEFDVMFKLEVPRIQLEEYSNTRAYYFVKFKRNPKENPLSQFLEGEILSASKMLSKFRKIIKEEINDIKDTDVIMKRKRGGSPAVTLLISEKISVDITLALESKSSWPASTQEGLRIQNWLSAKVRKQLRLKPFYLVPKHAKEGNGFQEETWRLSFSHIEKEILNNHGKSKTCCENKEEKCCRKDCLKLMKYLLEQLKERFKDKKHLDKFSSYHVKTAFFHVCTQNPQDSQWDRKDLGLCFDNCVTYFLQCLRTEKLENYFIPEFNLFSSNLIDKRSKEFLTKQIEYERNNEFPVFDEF
NPYLR7 ag: agonists of mosquito NPYLR7 receptor, primary screen, cell-based, Aedes aegypti, calcium fluorescence, mosquito biting behavior | Aedes aegypti neuropeptide Y-like receptor 7 (NPYLR7) | HEK293T NPYLR7/Galpha15, GCaMP6s calcium fluorescence | activation, % at 10 µM | hit rate 0.15% among 270,000 | AID 1259423, 2018; in the data active means activation above about 40%;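 further: 0% = vehicle and 100% = reference agonist at the receptor; some compounds past the cut are filed as inactive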
mcGAS lum: cyclic GMP-AMP synthase inhibitors, mouse, primary biochemical chemiluminescence; inhibition, % at 12.5 µM; recombinant cGAS, Kinase-Glo ATP depletion luminescence; hit rate 0.15% among 160,000;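 further: 0% = negative control wells and 100% = reference inhibitor with no enzyme activity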
Starred values were filed as active, the others as inactive; · = no result given; & = joins results of further samples. Unless noted, no stated cut-off is given here; in the data, active means inhibition above about 40%; inactive means the rest. Compounds as they come; any-hit rate near 0.29%.

SMILES	hcGAS inh	NPYLR7 ag	mcGAS lum
CN(C)CCn1ccc2cc(NC(=O)C3=CC=CN4CCS(=O)(=O)N=C34)ccc21	0	2	-7
COCCNC(=S)NCCc1cc2c(OC)ccc(OC)c2[nH]c1=O	1	3	3
CC(C)(C#N)C(=O)Nc1cc(I)ccc1Cl	-4	0	·
CCc1ccc(S(=O)(=O)Nc2cccc(N3CCCC3=O)c2)cc1	-17	0	·
Cc1cccc(C(=O)N2C(C(=O)NCC3CCCO3)COC23CCN(C(=O)c2ccco2)CC3)c1 (stereo unspecified)	-1	1	-4
O=S(=O)(c1ccccc1F)N1CCN(c2nc3nccc(-c4ccc(C5CCCCC5)cc4)n3n2)CC1	-2	3	-2
c1ccc2c(c1)ncn2CCOCCOCCn1cnc2ccccc21	-5&-3	0&4	-5&-3
CN(C)C(=O)N1CCC(N2CCCC(C(=O)NCc3ccccn3)C2)CC1 (stereo unspecified)	-6	1	·
CCCCCN(CC(=O)Nc1cc(C(C)(C)C)nn1-c1ccc(Cl)c(Cl)c1)C(=O)c1cccc([N+](=O)[O-])c1	-9	18	-5
CCCCCOc1ccc(C(=O)NCCN(C(C)C)C(C)C)cc1OCCCCC	-5	-8	-4
CC(CCn1cccn1)NC(=O)c1c[nH]c(=O)cn1 (stereo unspecified)	-3	14	-9
COc1ccc(C(=O)Nc2nnc(CC(=O)N/N=C\c3c(C)[nH]c4ccccc34)s2)cc1	-9	21	-6
CCC(=O)NC(CCSC)C(=O)NCc1cc(-c2ccccc2)no1 (stereo unspecified)	-6	2	-11
COc1ccc(OC)c(C2SCCN2S(=O)(=O)c2ccc(F)cc2)c1 (stereo unspecified)	-2	4	·
CC(C)(Oc1ccc(F)cc1)C(=O)NCc1csc(=O)[nH]1	-15	6	·
CC1(Cc2ccccc2OC(F)(F)F)C(=O)Nc2cc(-c3ccccc3Cl)ccc21 (stereo unspecified)	-1	1	-2
COc1ccc2c(=O)c(-c3csc(C)n3)c(C(F)(F)F)oc2c1	-9	0	-4
O=C1/C(=C/c2ccc(Br)cc2)C=C(c2ccccc2)N1c1ccccc1O	-3	15	-4
Cc1ccc(Cn2c(=O)c(C(=O)NC(C)c3ccccc3)nn(-c3cccc(Cl)c3)c2=O)cc1 (stereo unspecified)	-4	7	-8
COc1ccc(CCNc2cc(C)nc3c4c(C)cc(C)nc4nn23)cc1OC	-5	1	-10
Cc1ccc(C(C)CCN2CCC(Cc3nncn3-c3ccccc3)CC2)o1 (stereo unspecified)	6	1	-3
CNC(=O)CN1C(=O)CN(C(=O)c2ccc(Cl)cc2)CCC(OC)c2ccccc21 (stereo unspecified)	3	3	1
CN1CCN(C2=C(c3c(-c4ccccc4)[nH]n(C)c3=O)C(=O)N(Cc3ccccc3)C2=O)CC1	-4	-10	-5
COCc1nnc2c3cc(C)ccc3nc(N3CCC(Cc4ccccc4)CC3)n12	-7	22	·
CC(C)(C)c1ccc(C(=O)N=Nc2c(O)[nH]c3ccc(F)cc23)cc1	-1	-2	-4

Taken from above.
CC(C)(C)c1ccc(C(=O)N=Nc2c(O)[nH]c3ccc(F)cc23)cc1 in NPYLR7 ag has -2
CCCCCN(CC(=O)Nc1cc(C(C)(C)C)nn1-c1ccc(Cl)c(Cl)c1)C(=O)c1cccc([N+](=O)[O-])c1 in hcGAS inh has -9
COc1ccc2c(=O)c(-c3csc(C)n3)c(C(F)(F)F)oc2c1 in NPYLR7 ag has 0

Whole records as entered above. Order of values: hcGAS inh | NPYLR7 ag | mcGAS lum
CC1(Cc2ccccc2OC(F)(F)F)C(=O)Nc2cc(-c3ccccc3Cl)ccc21 (stereo unspecified) in the list: -1 | 1 | -2
CN1CCN(C2=C(c3c(-c4ccccc4)[nH]n(C)c3=O)C(=O)N(Cc3ccccc3)C2=O)CC1 in the list: -4 | -10 | -5
CCC(=O)NC(CCSC)C(=O)NCc1cc(-c2ccccc2)no1 (stereo unspecified) in the list: -6 | 2 | -11
COc1ccc(OC)c(C2SCCN2S(=O)(=O)c2ccc(F)cc2)c1 (stereo unspecified) in the list: -2 | 4 | ·
O=S(=O)(c1ccccc1F)N1CCN(c2nc3nccc(-c4ccc(C5CCCCC5)cc4)n3n2)CC1 in the list: -2 | 3 | -2

The list continues.
SMILES	hcGAS inh	NPYLR7 ag	mcGAS lum
CNCCC=C1c2ccccc2C=Cc2ccccc21	-10	-5	·
C/C(=C\C(=O)N1CCN(C)CC1)C(=O)O	-4	0	-6
COCc1nn(Cc2nc(C(C)(C)C)cs2)c(=O)o1	-6	1	·
CONC(=O)c1cc(N2CCCC2=O)cc(C(F)(F)F)c1	-6	2	-10
CC(C)CNC(=O)NNC(=O)c1cccn(Cc2cccc(F)c2)c1=O	-12	1	·
CC(C)c1ccccc1NC(=O)CNc1ccccc1C(=O)NC1CC1	-2	2	·
COC(=O)Cn1c(=NC(=O)c2ccnn2C)sc2cc3c(cc21)OCCO3	-6	·	-8
CCc1ncc(C(=O)N(Cc2ccccn2)Cc2ccc(C)s2)cn1	-4	7	·
Cc1cc(=O)n2ccc([N+](=O)[O-])c(O)c2n1	6	-14	·
CCN1CCN(C(c2cccc(C)c2)C2Sc3nc(C)nn3C2=O)CC1 (stereo unspecified)	-7	4	-7
CCCCn1c(CN2CCCC2c2nonc2C)cnc1S(=O)(=O)CC1CCC1 (stereo unspecified)	-1	·	-9
CSc1ccc(CN(CCO)Cc2cccc3c2OCO3)cc1	-3	6	·
O=C(c1ccc(N2CCC(NCCc3ccc(C(F)(F)F)cc3)CC2)cc1)N1CCOCC1	-8	-1	-12
CC(C)S(=O)(=O)c1ncc(CN2CCSCC2)n1CCc1ccccc1	-11	11	·
O=c1cc(NCC2(c3ccccc3)CCC2)nc2ccccn12	-9	1	-9
CNC[C@H](O)[C@@H](O)[C@H](O)[C@H](O)CO	2	-12	·
COc1cccc(NC(=O)C2(C)CCN2Cc2cc3ccccc3o2)c1 (stereo unspecified)	-5	1	·
Cc1cc(N2CCN(C(=O)c3ccc(Br)cc3)CC2)nc(-c2cccc(C(F)(F)F)c2)n1	-5	21	-5
CCCCc1ccc(C(=O)N(CCCC)CC(=O)N2CC(=O)N(c3cccc(C)c3)C2)cc1	-6	2	-9
NCCc1cc(N2CCC[C@H]2CO)ncn1	-7	16	·
O=C(NCc1ccco1)C1CCCN(S(=O)(=O)c2ccc(Br)cc2)C1 (stereo unspecified)	-5	4	·
CCOCCOc1nc(-c2ccco2)n(-c2ccc(NC(=O)c3ccc(C(F)(F)F)cc3)cc2)n1	-5	0	-7
O=c1[nH]c2nccnc2c(=O)n1CCc1ccccc1	-1	5	-4
Cc1ccc(CNC(=O)C(NC2CCOCC2)C(C)C)n1C (stereo unspecified)	-2	-4	·
COCCNC(=O)c1coc(CN(Cc2cccc(Cl)c2)Cc2cccc(C(F)(F)F)c2)n1	-6	·	-5
(more compounds)
SMILES	hcGAS inh	NPYLR7 ag	mcGAS lum
Cc1ccc(C)c(OCC(=O)Nc2cccc(C(=O)NN3C(=O)c4ccccc4C3=O)c2)c1	5	10	·
COc1cc(C)ccc1-c1c(-c2ccccc2)ncn1C1CCCN(C(C)=O)C1 (stereo unspecified)	-3	2	-10
O=C(O)C[C@H]1c2cccnc2C(=O)N(C2CC2)[C@@H]1C(=O)O	6	0	-6
COc1ccc(CCN(C)C2CCCN(c3ncnc4nc[nH]c34)C2)cc1OC (stereo unspecified)	-2	23	·
CCCCc1ccc(CNC(=O)c2cc(-c3cccs3)nc3cc(C)c(C)cc23)cc1	1	10	-5
CCOC(=O)C1=C(C)N=c2s/c(=C/c3ccc(C)cc3)c(=O)n2C1c1ccc(C)cc1 (stereo unspecified)	-3	9	-6
CCOc1ccc(NC(=O)N(CC(=O)Nc2cc(C(C)(C)C)nn2-c2ccc(Cl)c(Cl)c2)Cc2ccccc2)cc1	-1	·	1
Cc1ccc(F)cc1CC(=O)N(CC1CCC(=O)N1)C(C)C (stereo unspecified)	-7	0	·
COc1ccc(C(=O)NC2CCN(c3ccccc3C(=O)NCc3ccncc3)CC2)cc1	-7	1	-6
O=C(Cn1cncn1)N1CCOC(CC(c2ccccc2)c2ccccc2)C1 (stereo unspecified)	-9	4	·
Cc1ccc(S(=O)(=O)N(C)CC(=O)Nc2nncs2)cc1C	-2	1	·
CCc1nn2c(NCCN3CCOCC3)cc(C)nc2c1-c1ccccc1	-7	1	-7
COCC(=O)Nc1ccc(N2CCN(C(=O)c3c(F)cc(F)cc3F)CC2)nc1	-2	-3	-5
CC(O)CN1CCN(CC(=O)Nc2ccnn2C(C)C)CC1C (stereo unspecified)	-9	11	·
C=CCN1CC(OC(=O)NCc2ccc(F)cc2)CN(C(=O)c2cccs2)CC1=O (stereo unspecified)	-5	0	-7
O=C(Cc1ccc2ccccc2c1)NCCN1C(=O)CSC1=O	0	-3	·
Cc1ccc(-c2sc(-c3ccccc3)nc2CC(=O)NC2CC2)cc1	-7	6	·
CSCC(C)N(C)C(=O)Nc1cnn(Cc2ccccc2)c1 (stereo unspecified)	-12	9	·
CCOC(=O)C1(C)CCCCN1C(=O)c1cccc(Cl)c1 (stereo unspecified)	-14	1	·
COc1cccc(COc2coc(CN3CCCN(S(=O)(=O)c4cc(C(F)(F)F)cc(C(F)(F)F)c4)CC3)cc2=O)c1	-3	-4	-5
O=C1Nc2ccccc2/C1=C/C(=O)c1ccc(Cl)cc1	-7	31	0
CCC(CC)c1nnc(NC(=O)CCc2c(C)nc3ncnn3c2C)s1	-2	-2	·
O=c1c(-c2ccc(Oc3ccccc3)cc2)[n+]([O-])c2ccccc2n1O	-5	20	·
CCCn1c(=O)c2ccccc2n2c(SCC(O)COc3c(C)cccc3C)nnc12 (stereo unspecified)	4	5	·
Cc1ccc(C2c3ccccc3CCN2C(=O)c2c(F)cccc2F)cc1 (stereo unspecified)	-9	26	-3

Next section; the last 2 above are carried over.
SMILES	hcGAS inh	NPYLR7 ag	mcGAS lum
CCCn1c(=O)c2ccccc2n2c(SCC(O)COc3c(C)cccc3C)nnc12 (stereo unspecified)	4	5	·
Cc1ccc(C2c3ccccc3CCN2C(=O)c2c(F)cccc2F)cc1 (stereo unspecified)	-9	26	-3
COc1ccc(C=NNc2nc(-c3ccccc3)c(C)s2)cc1OC	-2	4	-2
CCCc1cc(CN(C)C(=O)c2cc(Cn3nc(C)cc3C)[nH]n2)[nH]n1	-13	21	-14
CCOCCn1c(CN2CCN(Cc3ccccc3)CC2)nc2c1c(=O)n(C)c(=O)n2C	-6	-3	·
COc1cc(Cl)c(C)cc1NS(=O)(=O)c1c(C)n[nH]c1C	-9	6	-14
Cc1cccc(N2CC(Nc3nccc(CCC(F)(F)F)n3)CC2=O)c1 (stereo unspecified)	0	-2	·
Cn1c(-c2cc3n(n2)CCN(C(=O)CCN2CCCO2)C3)nc2ccccc21	-9	32	-10
COc1cc(-c2nc3cc(OC(C)=O)ccc3c(=O)o2)cc(OC)c1OC	2	-11	0
ClC12CC3CC(C1)CC(c1nnc(-c4ccco4)o1)(C3)C2	-2	0	-1
COc1ccc(Cl)cc1Cn1c(C)c(C(=O)NCc2ccc(OC)c(OC)c2)sc1=O	-6	8	·
CCCCNc1ncc(-c2ccc(CN3CCOCC3)cn2)c(NC2CCC(O)CC2)n1 (stereo unspecified)	-6	-7	-8
Cc1ccc(C(=O)N2CCC(C3(C)NC(=O)N(Cc4ccsc4)C3=O)CC2)cc1C (stereo unspecified)	-5	5	-25
Cc1nnc(-c2ccccc2C(=O)O)o1	-6	-9	·
CCCCC(=O)N(C)c1c(CC)nc2c(OCc3ccc4c(c3)OCO4)cccn12	0	-18	0
COCCCNC(=O)c1cc2n(n1)CCN(Cc1ccc(C(F)(F)F)cc1)C2=O	-2	21	-6
CCOC(=O)C1CN(C(=O)OC(C)(C)C)CCN1C(=O)c1cc(CC)c(C)s1 (stereo unspecified)	-9	4	·
Cc1occc1C(=O)N(CCCn1ccnc1)Cc1ccncc1	-8	-1	-12
Nc1ncnc2c1ncn2C1O[C@H](CO)[C@@H](O)[C@@H]1O (stereo partly specified)	-9	-4	-5
Cc1cccn2c(=O)cc(CN3CCc4sccc4C3c3cccs3)nc12 (stereo unspecified)	-7	7	·
Cc1cnc(CNC(=O)c2cncn2-c2ccc(-c3cc(C(F)(F)F)cc(C(F)(F)F)c3)cc2)cn1	-6	1	-5
COc1ccc(-n2ccc3c(cnc4c(-c5ccc(F)cc5)c(C)nn43)c2=O)c(OC)c1	-10	10	·
Cc1ccc(N2C(=O)CSC2c2ccccc2NC(=O)c2ccc(F)cc2)cc1C (stereo unspecified)	-4	5	-8
COc1ccc(S(=O)(=O)N2CCC(C(NC(=O)c3ccc4c(c3)OCO4)C(=O)NC3CC3)CC2)cc1 (stereo unspecified)	-4	0	-4
O=C(c1cccc([N+](=O)[O-])c1)N1CCC(c2ccccc2)CC1	-8	-6	-3
COC(=O)C(C)c1ccc(C(=O)c2cccs2)cc1 (stereo unspecified)	-4	·	-5
c1ccc(-c2nc(NC3CC3)nc(-n3ccnc3)n2)cc1	-6	-1	·
(further entries)
SMILES	hcGAS inh	NPYLR7 ag	mcGAS lum
Cn1nc2n(c1=O)CCC(NC(=O)c1n[nH]c3c1CC(C(C)(C)C)CC3)CC2 (stereo unspecified)	-14	·	-6
O=C(c1cc(-c2ccc(F)cc2)nn1-c1ccc([N+](=O)[O-])cc1)N1CCN(c2ccccc2F)CC1	-3	14	-5
COCCCNC(=O)c1ccccc1N1CCC(NC(=O)c2ccccc2OC)CC1	-6	1	-5
CC(C)Sc1nnc(-c2cnn(-c3ccccc3)c2N)n1Cc1ccccc1	-4	3	·
CCOC(=O)N1CCN(C(=O)c2cc(-c3ccc(F)cc3)n(-c3cccc(C)c3)c2C)CC1	-5	25	-6
Oc1oc(-c2ccc(Br)cc2)nc1C=Nc1ccc(F)cc1	-5	-3	·
